Assay outcomes: PubChem, National Center for Advancing Translational Sciences (NCATS)
Casp7 inh: caspase-7 (human) inhibition, allosteric or competitive | P55210 | recombinant caspase-7, Ac-DEVD-AFC fluorescence rate | Potency, µM (top dose mostly 57.5 µM), without a hit: at the highest dose activity change, negative = inhibition, most hits filed as inhibitors | 75,000 tested, 0.02% active; active = well fitted inhibition curve with a large enough effect in the main read-out, with a control signal flat, not every such curve was filed as active; inconclusive = small, poorly fitted or top-dose-only effect, or a change in a side signal; also: potency is read from the fitted curve at half-maximal effect; % of control where 0% means no effect
Target sequence (P55210 24-198 limits assumed): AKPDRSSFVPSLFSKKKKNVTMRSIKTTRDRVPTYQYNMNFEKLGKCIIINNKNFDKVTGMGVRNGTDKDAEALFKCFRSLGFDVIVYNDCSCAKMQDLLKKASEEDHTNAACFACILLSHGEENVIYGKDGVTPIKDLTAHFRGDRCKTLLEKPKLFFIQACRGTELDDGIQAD
Target sequence (P55210 207-303 limits assumed): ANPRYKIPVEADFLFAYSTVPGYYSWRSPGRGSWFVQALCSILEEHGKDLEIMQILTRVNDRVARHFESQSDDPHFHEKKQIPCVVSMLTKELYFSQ
Tau fil binding: tau filament binding. P10636. recombinant tau filaments, thioflavin S fluorescence, 15 h; filaments grown with octadecylsulfate alongside compound. Potency, µM (highest dose often 57.1 µM), for inactives: at the top dose activity change, negative = inhibition. 71,000 tested, 2% active. AID 596;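 also: potency is read from the fitted curve at half-maximal effect; % is scaled to controls: 0 for no effect and ±100 for the full control effect; actives lower thioflavin S fluorescence by blocking filaments or displacing dye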
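Recombinant tau protein (human, 1 uM final) plus 30 uM ODS in HEPES pH 7.4 with NaCl, DTT and thioflavine S. Compound present from the start; fluorescence at 510 nm after 15 h, 37 C.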
DNA Pol III inh: blocks replication by bacterial DNA polymerase III holoenzyme; reconstituted DNA polymerase III holoenzyme replication, biochemical; Potency, µM (doses to about 57.1 µM), for inactives: at the highest dose activity change, negative = inhibition; 71,000 tested, 0.25% active; AID 603; also: potency is read from the fitted curve at half-maximal effect; % is scaled to controls: 0 for no effect and ±100 for the full control effect
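Reconstituted *E. coli* holoenzyme (0.35 nM Pol III, 1 nM beta, 154 nM SSB, 2 nM primase) was preincubated with compound for 15 min at RT. Synthesis on 1.4 nM ssM13Gori ran 35 min, then was stopped with PicoGreen/EDTA and read as dsDNA fluorescence.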
BRCT PPI red: inhibitors of human BRCA1 BRCT-phosphoprotein interaction (red fluorophore); P38398; BRCT-phosphopeptide binding, red fluorescence polarization; Potency, µM (highest dose often 76.9 µM), for the others: at the top dose activity change, negative = inhibition, most hits filed as inhibitors; 75,000 tested, 0.03% active; AID 892; also: % is scaled to controls: 0 for no effect and ±100 for the full control effect
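Fluorescence polarization: 100 nM His-tagged BRCA1 BRCT with 100 nM TAMRA-labelled phospho-BACH1 decapeptide, phosphate buffer pH 7.3 with 150 mM NaCl, DTT, 0.01% Tween 20; 12 min RT. Binding inhibition seen as FP decrease.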
Caspase-1 inhib: allosteric or competitive inhibitors of human caspase-1. P29466. Caspase-1 enzyme, Ac-WEHD-AFC fluorogenic rate. Potency, µM (highest dose often 57.5 µM), without a hit: at the top dose activity change, negative = inhibition, actives largely listed as inhibitors. 75,000 tested, 0.03% active;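 also: potency is read from the fitted curve at half-maximal effect; plate controls were vehicle for no effect and no substrate for full effect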
Target sequence (P29466 120-297 limits assumed): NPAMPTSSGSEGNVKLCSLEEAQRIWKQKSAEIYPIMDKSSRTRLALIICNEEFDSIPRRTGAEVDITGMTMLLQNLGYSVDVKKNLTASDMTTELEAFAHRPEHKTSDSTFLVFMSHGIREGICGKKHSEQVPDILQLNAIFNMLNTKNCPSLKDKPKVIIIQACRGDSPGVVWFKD
Target sequence (P29466 317-404 limits assumed): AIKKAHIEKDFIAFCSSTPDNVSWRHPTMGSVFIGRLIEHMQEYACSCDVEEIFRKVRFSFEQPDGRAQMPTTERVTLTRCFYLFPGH
HADH2 inh: blocks human hydroxyacyl-CoA dehydrogenase type II | recombinant HADH2, NADH fluorescence, beta-hydroxybutyryl-CoA | Potency, µM (series often up to 57.1 µM), for the others: top-dose activity change, negative = inhibition, hits mostly inhibitors | 73,000 tested, 3.4% active | AID 886; also: potency is read from the fitted curve at half-maximal effect; % is scaled to controls: 0 for no effect and ±100 for the full control effect; nearly all actives have a fitted effect of over 60% in size; many of its hits are not listed in these tables
Target sequence (Q99714 whole entry, looked up, one chain of several): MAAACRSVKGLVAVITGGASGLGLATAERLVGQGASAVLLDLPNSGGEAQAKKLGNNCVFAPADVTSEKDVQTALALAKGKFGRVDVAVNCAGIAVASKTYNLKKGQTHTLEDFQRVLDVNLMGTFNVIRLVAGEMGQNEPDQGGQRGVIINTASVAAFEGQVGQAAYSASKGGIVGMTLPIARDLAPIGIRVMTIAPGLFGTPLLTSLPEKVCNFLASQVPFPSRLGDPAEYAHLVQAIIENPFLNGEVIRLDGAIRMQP
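Buffer 100 mM Tris-HCl pH 9.0/0.01% Tween-20; HADH2 20 nM; NAD+ 1 mM; beta-hydroxybutyryl-CoA 90 uM (all final). 15 min cpd preincubation, RT.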
USP2a inhib: inhibitors of human ubiquitin-specific protease USP2a. O75604. USP2a enzymatic assay, qHTS inhibition. Potency, µM (doses to about 38.3 µM), for inactives: at the top dose activity change, negative = inhibition, usual class: inhibitors. 60,000 tested, 0.1% active. AID 927;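 also: potency is read from the fitted curve at half-maximal effect; nearly all actives have a fitted effect of over 60% in size; plate controls were DMSO for no effect and NEM full inhibition control for full effect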
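20 nM USP2 core + cpd, 30 min RT; add 20 nM Ub-PLA2/20 uM NBD C6-HPC; read Ex460/Em535 at 0 h and 2.5 h. Normalized to NEM; qHTS curve fit/classification.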
BRCT PPI green: inhibitors of human BRCA1 BRCT-phosphoprotein interaction (green fluorophore); BRCA1 BRCT-phosphopeptide binding, green fluorescence polarization; AID 875; Potency, µM (titrated, usually from 76.9 µM), inactives show at the top dose activity change, negative = inhibition, hits mostly inhibitors; 75,000 tested, 0.05% active; P38398;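 also: potency is read from the fitted curve at half-maximal effect; plate controls were peptide without protein for full effect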
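Fluorescence polarization: His-tagged BRCT (~35 kDa BRCA1 C-terminus, 250 nM) bound to 100 nM fluorescein-labeled phosphorylated 10-aa BACH1 peptide, pH 7.3 phosphate buffer with DTT and Tween 20. Compounds incubated 12 min at room temperature; inhibition read as lowered polarization.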
Rhodamine fluor: compound autofluorescence in rhodamine spectral region. 59,000 tested, 0.05% active. max dye-equivalent concentration, M. Rhodamine-region fluorescence, 547/598 nm, Tris buffer; hits give high values; in the data active = max dye-equivalent concentration above about 11 nM; inconclusive = between about 1.1 nM and that limit
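A six-point rhodamine series on each plate calibrates the signal. Compounds sit in 100 mM Tris (pH 8.0) for 15 min at ambient temperature before imaging through 547 nm/598 nm filters.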
15-hLO inh: blocks human 15-lipoxygenase activity. P16050. purified 15hLO-1, xylenol orange hydroperoxide absorbance. Potency, µM (doses to about 57.1 µM), without a hit: top-dose activity change, negative = inhibition, most hits filed as inhibitors. 74,000 tested, 1.4% active. AID 887; also: potency is read from the fitted curve at half-maximal effect; % is scaled to controls: 0 for no effect and ±100 for the full control effect; nearly all actives have a fitted effect of over 55% in size
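40 nM 15hLO-1 + cpd, 15 min RT; start w/ 50 uM AA (final), 6 min RT; stop/detect w/ 200 uM XO + 300 uM Fe(II) in 50 mM H2SO4, 30 min; A573/A405. Buffer 25 mM Hepes pH 7.5, 0.01% Triton X-100. No-enzyme wells as negative control.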
HEK293 cAMP ctrl: parental HEK293 cAMP activation (counter-screen); AID 938; Potency, µM (series often up to 57.1 µM), for inactives: at the top dose activation, hits mostly activators; 73,000 tested, 2.5% active; parental HEK293 CNG cAMP sensor, membrane potential fluorescence; also: potency is read from the fitted curve at half-maximal effect; % of control where 0% means no effect; nearly all actives have a fitted effect of over 55% in size
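Counterscreen for endogenous-receptor signalling: CNG-channel HEK 293 cells report cAMP rise by membrane depolarization. After 60 min dye equilibration with 100 uM RO 20-1724, compounds incubated 30 min before bottom-read fluorescence at 590 nm.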
The depositor's hits bear a star; i = inactive; ? = inconclusive; . = no result given; [ ] = another dose, or the depositor's remark. Unless noted, calls follow the shape of the dose curve; as a rule, active = well fitted curve in the direction sought with a large enough effect; inconclusive = small, poorly fitted or top-dose-only effect, or another doubt; inactive = no such curve, though single readings can be large; an effect the other way counts as inactive or inconclusive. The list is partial, so the mix of outcomes need not match the whole.

Values run as follows: Casp7 inh	Tau fil binding	DNA Pol III inh	BRCT PPI red	Caspase-1 inhib	HADH2 inh	USP2a inhib	BRCT PPI green	Rhodamine fluor	15-hLO inh	HEK293 cAMP ctrl
> CCOC(=O)CSc1nnc(CNC(=O)c2ccc(OC)cc2)n1-c1ccc(OC)cc1
 : 0.8%	-38.7%	-0.6%	0.1%	-0.3%	?	7.6%	-0.2%	i	5.9%	11.0%
> CCCCCCCCCCCCCCC(C(=O)O)C(O)(CC(=O)OC)C(=O)O (stereo not drawn)
 : -1.5%	.	.	-0.4%	-4.4%	.	7.8%	4.5%	.	-1.1%	.
> Nc1ccn([C@@H]2O[C@H](CO)[C@@H](OP(=O)(O)O)[C@H]2O)c(=O)n1
 : 1.4%	.	.	0.1%	1.4%	.	.	-1.5%	.	2.6%[25.6 µM]	.
> CCCCOc1ccc(C(=O)Nc2ccc(S(=O)(=O)Nc3cc(C)on3)cc2)cc1OC
 : -0.9%	62.6%	1.3%	0.7%	1.3%	-9.2%	11.1%	-3.1%	i	-5.4%	-6.3%
> O=C1c2ccccc2C(=O)N1CCCP(=O)(O)CCc1ccccc1
 : -10.6%	-3.1%	-3.5%	-0.4%	-0.4%	-14.4%	-1.2%	-2.0%	i	-2.0%	24.7%
> Cc1ccc(C)c(N2CCN(C(=O)CN(C)S(=O)(=O)c3ccc4c(c3)CCC(=O)N4)CC2)c1
 : -2.6%	31.2%	-7.0%	0.4%	1.5%	-14.6%	.	-0.8%	.	-13.0%	22.4%
> O=C(Nc1ccncc1)C1(c2ccccc2)CCCC1
 : 0.2%	-9.5%	-1.9%	0.3%	-1.2%	23.9%	3.1%	-0.7%	i	-17.5%	-9.1%
> COc1ccc(N2C(=O)CCC(C(=O)NCCN3CCOCC3)C2c2ccc(OC)c(OC)c2)cc1 (stereo not drawn)
 : -3.5%	-5.5%	1.7%	1.5%	-4.4%	6.4%	6.5%	0.9%	i	6.6%	2.1%
> CCC(C)N1C(=O)CCC1C(=O)NCc1ccc2c(c1)OCO2 (stereo not drawn)
 : 0.2%	-6.7%	2.4%	1.7%	-2.5%	-1.1%	.	-2.4%	.	1.6%	18.9%[11.4 µM]
> Cc1ccc(S(=O)(=O)N[C@@H](CCc2ccccc2)CC(=O)C(C)(C)C)cc1
 : -0.2%[11.5 µM]	.	.	-0.3%[15.4 µM]	-2.3%[11.5 µM]	-0.3%[11.4 µM]	.	-0.2%[15.4 µM]	.	3.6%[11.4 µM]	16.4%[11.4 µM]
> Cc1ccccc1N1C(=O)[C@@H]2Cc3ccccc3CN2C1=O
 : 0.1%	-1.2%	13.6%	-2.0%	3.5%	8.3%	0.6%	-4.3%	i	-2.7%	9.3%
> O=C(NCc1ccc2c(c1)OCO2)c1cccnc1
 : -1.4%	9.1%	-6.8%	-0.3%	-0.7%	-18.9%	-7.4%	0.4%	i	2.4%	8.1%
> Cc1cccc(-n2ncc3c(N)ncnc32)c1
 : 0.4%	7.8%	8.9%	-2.9%	-1.5%	i	5.0%	1.2%	i	-6.4%	-1.9%
> C/C(N)=C(/C#N)C(=O)CSc1ncnc2ccccc12
 : -2.4%	-17.0%	-2.1%	-4.8%	-1.5%	-0.5%	7.2%	3.7%	i	-17.6%	3.6%
> Cn1cnc(S(=O)(=O)N2CCc3ccccc32)c1
 : 3.1%	-5.6%	-7.0%	0.9%	1.0%	-1.7%	-8.1%	-0.9%	i	-0.7%	?
> COc1ccc(-c2cnc(N)n2CC2CCCO2)cc1 (stereo not drawn)
 : -1.4%	-22.2%	-2.2%	-1.5%	-1.0%	5.9%	31.7%[activator]	-1.4%	i	19.0%	14.1%
> CC1CCCc2sc3nc(NCc4ccco4)n4ncnc4c3c21 (stereo not drawn)
 : -4.6%	-8.2%	-0.5%	0.9%	-3.7%	?	27.6%	-0.6%	i	?	13.5%
> Cc1ccc(Cl)cc1N1CCN(S(=O)(=O)c2ccc3c(c2)OCCO3)CC1
 : 0.6%	1.8%	2.4%	-1.0%	-2.8%	4.2%	21.8%	-6.9%	i	-4.7%	19.7%
> O=C(Nc1cccnc1)Nc1ccc(F)c(Cl)c1
 : -1.2%	-11.9%	-18.5%	0.0%	-3.7%	0.3%	6.4%	-2.9%	i	-10.5%	-11.9%
> CCOC(=O)COc1cc2c3c(c(=O)oc2cc1C)CCCC3
 : -0.1%	8.0%	1.0%	-2.0%	0.7%	-24.1%	5.8%	-0.6%	i	8.3%	?
> COC(=O)c1ccccc1NC(=O)C1CCCC1
 : 0.5%	2.7%	-1.5%	-1.3%	-0.7%	6.6%	0.8%	1.2%	i	7.1%	16.3%
> O=C(N1CCOCC1)N1CCC(n2nnc3cc(F)ccc32)CC1
 : 1.0%	1.3%	-2.9%	-0.5%	-2.4%	14.5%	.	-0.1%	i	10.8%	2.7%
> CC1(C)CC(=O)C(C=NC2CCCCC2)=C(O)C1
 : -0.1%	-0.5%	1.8%	0.3%	-1.4%	-10.8%	5.5%	-2.1%	.	6.9%	-0.2%
> Cc1ccc(S(=O)(=O)N(C)Cc2nc(-c3ccncc3)no2)cc1
 : -1.3%	5.1%	3.4%	0.1%	-0.4%	2.1%	-3.3%	0.0%	i	2.3%	-0.8%
> CN(CC(=O)Nc1ccccc1Cl)C(=O)COC(=O)CNC(=O)c1ccc(Br)o1
 : -0.4%	2.5%	-4.9%	-3.2%	1.8%	3.1%	-2.3%	1.1%	i	-3.5%	6.6%
> CCCNC(=O)C(Cc1ccccc1)NS(=O)(=O)c1cccc2nsnc12 (stereo not drawn)
 : -0.6%	-0.3%	0.5%	-1.9%	0.2%	1.1%	7.4%	0.4%	i	1.7%	17.3%
> CCOC(=O)C1=C(N)n2c(s/c(=C\c3cccnc3)c2=O)=C(C#N)C1c1cccnc1 (stereo not drawn)
 : -0.4%	11.1%	-4.7%	-0.5%	-4.0%	-5.0%	7.7%	-3.2%	i	-9.1%	7.2%
> CC(C)(CO)NCc1ccccc1OCC(=O)Nc1ccccc1
 : 0.2%	-7.9%	-3.5%	-3.7%	-1.0%	12.8%	18.8%	0.0%	i	?	17.9%
> Cc1cccc(Cn2c(SCCN3CCOCC3)nc3c2c(=O)n(C)c(=O)n3C)c1
 : -0.2%	18.6%	-0.2%	0.2%	-1.3%	-8.2%	.	2.2%	.	4.5%	0.2%
> Cc1ccc(Cn2nnc3c(=O)[nH]c(C4CCN(S(=O)(=O)c5ccccc5)CC4)nc32)cc1
 : -4.0%	235.6%	-7.7%	-1.1%	-4.8%	-4.7%	38.5%[activator]	1.6%	i	2.4%	6.6%
> CCOC(=O)C1CCN(C(c2cc3ccc(C)c(C)c3[nH]c2=O)c2nnnn2C2CCCCC2)CC1 (stereo not drawn)
 : -5.2%	-10.7%	-7.9%	-0.2%	-7.2%	2.8%	.	4.5%	i	-3.9%	15.7%
> CCOC(=O)c1oc2cccc(OCC(O)CNC(C)C)c2c1C (stereo not drawn)
 : -5.3%	37.2%	0.9%	-1.0%	-1.2%	60.2%[activator]	5.5%	3.9%	i	5.4%	3.6%
> C=CCOC(=O)C1=C(C)NC(=O)NC1/C=C/c1ccccc1 (stereo not drawn)
 : -2.0%	22.1%	-3.1%	-2.8%	-1.9%	50.6%[activator]	-0.6%	-1.6%	.	-6.8%	13.8%

Fetched one by one from the entries so far, two records:
Values run as follows: Casp7 inh	Tau fil binding	DNA Pol III inh	BRCT PPI red	Caspase-1 inhib	HADH2 inh	USP2a inhib	BRCT PPI green	Rhodamine fluor	15-hLO inh	HEK293 cAMP ctrl
> CCOC(=O)C1=C(N)n2c(s/c(=C\c3cccnc3)c2=O)=C(C#N)C1c1cccnc1 (stereo not drawn)
 : -0.4%	11.1%	-4.7%	-0.5%	-4.0%	-5.0%	7.7%	-3.2%	i	-9.1%	7.2%
> C=CCOC(=O)C1=C(C)NC(=O)NC1/C=C/c1ccccc1 (stereo not drawn)
 : -2.0%	22.1%	-3.1%	-2.8%	-1.9%	50.6%[activator]	-0.6%	-1.6%	.	-6.8%	13.8%
